Screening results (PubChem BioAssay)
M5 ag = human M5 muscarinic receptor agonists, primary screen, CHO-K1 cells, Fluo-8 calcium fluorescence; CHO-K1 hM5 cells; 0% DMSO wells, 100% maximal acetylcholine response; activation, % at 3 µM; 360,000 compounds, 0.19% hits; AID 624037, 2012;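 active means activation above the run's mean over test compounds plus 3 SD, cut at about 23% in these data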;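 further: signal is peak over basal fluorescence ratio across the kinetic read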
Target sequence (P08912 whole entry, looked up): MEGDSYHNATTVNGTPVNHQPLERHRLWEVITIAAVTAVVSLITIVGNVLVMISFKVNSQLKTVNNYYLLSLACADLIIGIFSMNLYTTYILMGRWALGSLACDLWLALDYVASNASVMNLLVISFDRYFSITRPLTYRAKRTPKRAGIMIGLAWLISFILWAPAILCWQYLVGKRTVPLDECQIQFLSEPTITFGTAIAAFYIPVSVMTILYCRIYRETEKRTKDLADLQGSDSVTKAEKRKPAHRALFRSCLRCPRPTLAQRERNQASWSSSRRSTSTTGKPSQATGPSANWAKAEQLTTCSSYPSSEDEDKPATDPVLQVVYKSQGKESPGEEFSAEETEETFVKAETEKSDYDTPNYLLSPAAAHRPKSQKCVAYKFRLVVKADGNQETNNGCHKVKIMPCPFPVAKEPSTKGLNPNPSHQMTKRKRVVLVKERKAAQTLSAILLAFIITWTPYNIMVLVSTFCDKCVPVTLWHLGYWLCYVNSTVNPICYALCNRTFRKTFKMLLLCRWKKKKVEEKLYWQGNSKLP
CHRM4 antagonist = human M4 muscarinic receptor antagonists, primary screen, CHO cells, Fluo-8 calcium fluorescence. Muscarinic acetylcholine receptor M4 (Homo sapiens), P08173. CHO-hM4 cells, ACh EC80. inhibition, % at 3 µM. 360,000 compounds, 0.73% hits. AID 624125, 2012;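 active means inhibition above its plate's cutoff, the mean inhibition of sample wells plus 3 SD, cut at about 27% in these data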;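 further: 0% = acetylcholine EC80 with DMSO and 100% = DMSO without agonist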
Target sequence (P08173 whole entry, looked up): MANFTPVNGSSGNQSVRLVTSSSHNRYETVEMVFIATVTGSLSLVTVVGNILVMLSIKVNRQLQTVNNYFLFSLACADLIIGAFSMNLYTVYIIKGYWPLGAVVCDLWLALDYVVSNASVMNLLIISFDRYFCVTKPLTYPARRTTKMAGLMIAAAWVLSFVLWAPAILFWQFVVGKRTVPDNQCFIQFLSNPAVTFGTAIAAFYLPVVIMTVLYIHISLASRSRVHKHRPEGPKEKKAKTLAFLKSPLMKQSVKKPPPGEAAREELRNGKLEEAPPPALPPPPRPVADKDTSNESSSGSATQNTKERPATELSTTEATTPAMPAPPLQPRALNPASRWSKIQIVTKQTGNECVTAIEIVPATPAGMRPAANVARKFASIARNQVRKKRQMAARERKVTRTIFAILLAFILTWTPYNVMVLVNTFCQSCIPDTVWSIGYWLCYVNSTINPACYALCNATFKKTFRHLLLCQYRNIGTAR
M1 ag parental = counter-screen for M1 agonists: effect in parental CHO-K1 cells; AID 602248, 2012; Fluo-8 calcium fluorescence; scaled to maximal ATP response, vehicle zero; activation, % at 3 µM; 360,000 compounds, 0.48% hits; in the data active means activation above about 15%;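 further: untransfected CHO-K1 host cells lacking M1 receptor as counterscreen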
CHO-K1 Ca PAM = nonselective calcium activators in parental CHO-K1 cells, primary screen, counter-screen for M1 PAM project, cell-based, Fluo-8 calcium fluorescence, full deck, 1536-well | ATP EC20; 0% at ATP EC20, 100% at ATP max | activation, % at 3 µM | 360,000 compounds, 0.02% hits;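 active means activation above the run cutoff, the mean activation of all test compounds plus 3 SD, cut at about 40% in these data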;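 further: peak over basal fluorescence ratio in a 140 s read after ATP addition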
CHRM4 agonist = human M4 muscarinic receptor agonists, primary screen, CHO-K1 cells, Fluo-8 calcium fluorescence. Muscarinic acetylcholine receptor M4 (Homo sapiens), P08173. CHO-K1 hM4/Gqi5; vehicle 0%, full acetylcholine response 100%. activation, % at 3 µM. 360,000 compounds, 0.14% hits. AID 624127, 2012;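 active means activation above the run mean over all test wells plus 3 SD, cut at about 32% in these data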;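 further: peak over basal fluorescence ratio per well then scaled between controls; 0% = DMSO wells and 100% = acetylcholine at EC100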
M4 PAM = human M4 muscarinic receptor positive allosteric modulators, primary screen, CHO-K1 cells, Fluo-8 calcium fluorescence; Muscarinic acetylcholine receptor M4 (Homo sapiens), P08173; CHO-K1 hM4/Gqi5, ACh EC20; 0% = ACh EC20, 100% = maximal ACh; activation, % at 3 µM; 360,000 compounds, 0.4% hits; AID 624126, 2012;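 active means activation above its plate's cutoff, the mean activation of sample wells plus 3 SD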; further: some results filed as inactive read as strong as hits
M5 PAM = human M5 muscarinic receptor positive allosteric modulators, primary screen, CHO-K1 cells, Fluo-8 calcium fluorescence; Muscarinic acetylcholine receptor M5 (Homo sapiens), P08912; CHO-K1 hM5, ACh EC20 PAM; 0% = ACh EC20, 100% = ACh EC100; activation, % at 3 µM; 360,000 compounds, 0.3% hits; AID 624038, 2012;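 active means activation above the run cutoff, the mean activation of all test compounds plus 3 SD, cut at about 18% in these data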
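Replicates: One well per compound, no replicates | System: Human M5 receptor in CHO-K1 cells | Benchmarks: Low control EC20 acetylcholine (0%), high control EC100 acetylcholine (100%) | Probe or stimulus: Acetylcholine, EC20 level | Times: Fluo-8 loading 80 min at 37 °C plus 30 min room temperature | Signal: Intracellular calcium via Fluo-8 fluorescence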
CHRM5 antagonist = human M5 muscarinic receptor antagonists, primary screen, CHO cells, Fluo-8 calcium fluorescence; 360,000 compounds, 0.59% hits; CHO-hM5 cells, ACh EC80; inhibition, % at 3 µM; AID 624040, 2012;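 active means inhibition above a per-plate cutoff, the mean of that plate's test compounds plus 3 SD, cut at about 27% in these data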;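 further: 0% = acetylcholine EC80 with DMSO and 100% = DMSO without agonist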
CHO-K1 Ca antag = nonselective inhibitor or artifact in parental CHO-K1 cells; 360,000 compounds, 0.6% hits; ATP-induced calcium, Fluo-8 fluorescence; inhibition, % at 3 µM;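 active means inhibition above a per-plate cutoff, the plate's mean sample inhibition plus 3 SD, cut at about 24% in these data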;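 further: 0% = DMSO plus EC80 ATP and 100% = DMSO alone without ATP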
Numbers without * were called inactive; · = no result given; & = joins results of further samples.

Order of values: M5 ag	CHRM4 antagonist	M1 ag parental	CHO-K1 Ca PAM	CHRM4 agonist	M4 PAM	M5 PAM	CHRM5 antagonist	CHO-K1 Ca antag
- COc1cccc(-c2cccc(NC(=O)C3CCN(CC4CCOC4)CC3)c2)c1 (stereo unspecified)
→ -9	-7	0.3	7	1	5	1	-2	-12
- Cc1nc2ncnn2c(Nc2ccc3c(c2)OCCO3)c1C
→ 4	11	1.6	17	4	-2	-9	3	-27
- N#Cc1cc(-c2ccccc2)nc(NN)n1
→ -6	10	0.8	-11	2	-36	-19	11	-3
- COc1nnc(-c2ccc(C)c(S(N)(=O)=O)c2)c2ccccc12
→ 0	-2	1.8	10	2	4	5	13	-5
- COc1cc(CO)ccc1OCC(=O)Nc1cccc2ccccc12
→ 0	-11	3.6	19	7	-1	1	-11	-15
- CCCCSc1nc(C)nc2c1c(=O)n(C)c(=O)n2C
→ -1	-12	0.9	7	0	3	-2	4	-7
- Nc1cc2c(cc1[N+](=O)[O-])OCCOCCOCCO2
→ 6	10	0.1	5	0	3	10	-8	-15
- CCN1CCN(C(=O)N(Cc2ccc(Cl)cc2)S(=O)(=O)c2ccc(C)cc2)CC1
→ -5	0	2.1	4	0	3	4	0	0
- CCOc1ccc(-c2cnc3n2CCC3)cc1
→ -7	-5	0.3	31	1	18	3	-4	-19
- Cc1nnc2ccc(-c3ccc(NS(=O)(=O)c4ccccc4)cc3)nn12
→ 3	8	1.2	-20	3	-2	4	0	-5
- O=C(CSc1ncccn1)NN=C1CCCCCC1
→ -1	3	0.6	8	1	3	0	4	-13
- CC(C(O)c1ccc(O)cc1)N1CCC(Cc2ccccc2)CC1 (stereo unspecified)
→ -1&0&-1	0&9&3	1.3&0.8&0.6	17&13&9	4&2&4	-6&-10&-7	-8&-14&-3	11&11&4	-4&-3&-8
- C=CCN(CC=C)C(=O)C1CC(=O)N(c2ccc(Br)cc2)C1 (stereo unspecified)
→ -2	-9	0.0	9	0	-3	-4	-2	-4
- COc1ccc(-c2noc(N3CCC(C(=O)N4CCN(c5ccccn5)CC4)CC3)n2)cc1
→ -2	0	8.9	6	21	-16	-37	10	8
- C=CCN1C(=O)C(Cc2ccc(OCC)cc2)SC1=Nc1ccc(C(=O)O)cc1 (stereo unspecified)
→ -2	6	0.5	-9	1	-9	-5	6	4
- COc1ccc(C(=O)N2CCCCCC2)cc1S(=O)(=O)N1CCOCC1
→ -1	5	0.9	30	2	2	3	0	-14
- Cc1ccsc1C(=O)OC1CCOC1=O (stereo unspecified)
→ -3	0	0.0	10	1	1	2	-6	-1
- CC(C)c1ccc(CN2CCN(C(=O)CCl)CC2)cc1
→ -1	-10	1.8	3	2	5	8	-4	-5
- Cc1cc2c(n1-c1ccc(Cl)cc1)CC(C)(C)CC2=O
→ -3	10	-0.7	-12	-1	4	4	1	-2
- COCCNS(=O)(=O)c1cc(Br)ccc1OC
→ -1	-3	9.0	15	·	3	9	-5	-12
- Cc1nnc(SCC(=O)Nc2nsc(-c3ccc(C(C)(C)C)cc3)n2)s1
→ 2	-4	4.3	15	15	-7	-14	13	0
- O=C(C=Cc1ccccc1O)c1ccccc1O
→ 0	0	0.9	9	7	-4	5	6	-7
- Cn1c(CN2CCCCC2)nc2cc([N+](=O)[O-])ccc21
→ 0	0	1.2	-8	1	-6	0	10	-19
- O=C(NCCS(=O)(=O)N1CCN(c2ccc(F)cc2)CC1)c1ccc(Br)o1
→ 0	-18	5.7	14	9	-3	-4	4	-14
- Cc1cc(-c2ccco2)n(-c2ccccc2)n1
→ -7	4	0.1	2	0	-5	2	1	-10
- COc1cc(C(=O)OCC(=O)c2cc(C)n(CC3CCCO3)c2C)ccc1OCC(=O)N1CCOCC1 (stereo unspecified)
→ 2	0	1.1	18	2	0	0	11	3
- CCOC(=O)c1cc2c(=O)n3ccccc3nc2n(C(C)C)c1=NC(=O)c1c(-c2ccccc2Cl)noc1C
→ -1	-9	0.5	-7	2	9	-1	2	-12
- COc1cccc(C2=CC(=O)C[C@H](c3ccc(Cl)cc3)C2)c1
→ -5	7	0.0	3	2	0	-8	13	-14
- O=C(NCC1(c2ccccc2)CCCC1)C1(c2ccccc2)CCCC1
→ -1	-11	0.1	16	-3	-3	0	-4	-7
- COc1ccc(C(=O)N2CCN(c3ccc(C)cc3)CC2)cc1OC
→ 0	-15	0.4	-1	2	-2	2	1	-2
- CN(C(=O)c1cccs1)c1ccc(OCC(=O)N2CCC(C(N)=O)CC2)cc1
→ 3	0	1.4	21	2	1	7	-1	-15
- O=C(Nc1ccccc1C(=O)Nc1ccccc1C(=O)NCc1ccco1)c1ccco1
→ 0	18	5.5	4	18	-10	-21	16	-14
- Cn1nc(C(F)(F)F)cc1-c1ccc(/C=C(\C#N)C(=O)c2cccc(C(F)(F)F)c2)s1
→ 5	4	0.8	9	0	0	5	-3	-9
- O=C(CCC1CCCCC1)NC1CCCCC1
→ -1	0	-0.7	6	0	-1	-1	5	-12
- CC1(C)CC(=O)c2cc(C(=O)NNc3ccccc3)c(=O)n(-c3ccccc3)c2C1
→ -1	0	0.2	22	1	8	0	-5	-3
- COc1ccc(NC(=O)CCOc2ccc(C)cc2)c(OC)c1
→ -1	0	4.1	34	1	5	2	6	-16
- CCc1ccc(CN(C)C(=O)C2CCC(=O)N(Cc3cccc(OC)c3)C2)nc1 (stereo unspecified)
→ -4	2	0.0	14	-1	-3	1	8	-10
- Cc1nn(CCCC(=O)Nc2cc(Oc3ccc(F)cc3)cc([N+](=O)[O-])c2)c(C)c1[N+](=O)[O-]
→ 1	5	2.3	-1	8	-12	-15	7	-2
- C=C(C)CNC(=S)NNC(=O)c1ccc(Br)cc1
→ 3	14	1.5	17	1	-5	5	-2	-6
- Cc1ccc(CN2CCC(n3nccc3NC(=O)CCOc3ccccc3)CC2)cc1C
→ -6	-9	1.2	-3	3	1	-5	13	-6
- COc1ccc(NC(=O)c2ccc(CN3CCN(c4ccccc4)CC3)cc2)cc1
→ -4	-16	4.8	18	8	-4	-2	5	-15
- O=C(O)c1ccc2cccc(O)c2n1
→ 1	10	0.5	6	0	0	8	-2	-2
- Cc1ccc(-n2c(=O)[nH]cc(C(=O)Nc3ccc4c(c3)OCCO4)c2=O)cc1
→ 0	-4	0.4	12	0	5	-2	-4	-4
- Cc1ccsc1C(=O)N1CCCC(CCC(=O)N2CCN(c3ccccn3)CC2)C1 (stereo unspecified)
→ -1	-3	1.2	-18	6	-9	-1	6	-2
- CS(=O)(=O)N(CCc1ccccc1)CC(=O)N1CCN(Cc2ccccc2)CC1
→ -1	7	2.2	2	3	-2	-4	5	-4
- CCCCn1c(N)c(N(CCOC)C(=O)c2ccc(-c3ccccc3)cc2)c(=O)[nH]c1=O
→ 2	-2	-0.4	-10	0	2	2	3	1
- O=C1CC(NNC(=O)c2ccc(Br)cc2)C(=O)N1 (stereo unspecified)
→ 4	6	2.4	0	14	-7	-12	11	4
- O=C(O)c1cc(N/N=C/C(Cl)=C/c2ccccc2)ccc1Cl
→ 4	-6	1.0	6	1	-5	3	9	-15
- CCCNC(=O)C1(C)CCN(C(=O)C(c2ccccc2)c2ccccc2)C1 (stereo unspecified)
→ -2	-10	0.1	5	1	3	-2	7	-7
- N#CC1(c2ccc(NC(=O)c3ccccc3F)cc2)CCCC1
→ -3	-7	0.3	-8	1	-9	1	-6	-10
- COc1ccccc1N1CCN(C(=O)C2CCCN(c3ncnc4c3nc3n4CCCCC3)C2)CC1 (stereo unspecified)
→ -2	-11	2.0	-4	4	-3	4	1	-3
- COc1ccccc1CNc1ccc2nnc(CCNC(=O)c3ccc(C)cc3)n2n1
→ -3	7	0.4	7	0	-12	-4	13	-12
- CCCCn1nnnc1C(c1ccccc1)N1CCN(c2ccccc2)CC1 (stereo unspecified)
→ -4	0	0.3	-4	0	-3	2	-12	-4
- Cc1ccc(-c2nc3sc4c(N)ncnc4c3c3c2CCCC3)cc1
→ -5	0	-0.5	4	-2	14	-1	1	5
- CC(C)(C)OC(=O)Nc1ccc([C@@H](NC(=O)OC(C)(C)C)C(=O)OC(C)(C)C)cc1
→ 2	4	0.1	18	2	13	4	9	-23
- CCc1ccccc1NC(=O)CN(C)Cc1c(O)ccc2ccccc12
→ 0	0	0.1	-1	2	7	-3	7	-20
- COc1ccccc1NC(=O)Oc1cccc(OC(=O)c2ccccc2)c1
→ -5	-8	0.5	-2	0	0	3	9	-5
- O=C(NCC1(N2CCCCC2)CCCCC1)c1ccc(NS(=O)(=O)c2ccccc2)cc1
→ 0	1	1.1	-4	0	3	2	5	28*
- O=C1c2c(-c3ccc(Br)cc3)noc2CCN1Cc1cn(-c2ccccc2)nn1
→ 2	-1	·	·	10	3	4	2	·
- COc1cccc(-c2nc(-c3ccc4c(c3)-c3ccccc3S4(=O)=O)c(-c3ccccc3)[nH]2)c1OC
→ 1	7	-0.7	-9	0	-3	2	12	27*

Continuation.
Order of values: M5 ag	CHRM4 antagonist	M1 ag parental	CHO-K1 Ca PAM	CHRM4 agonist	M4 PAM	M5 PAM	CHRM5 antagonist	CHO-K1 Ca antag
- COc1ccc([N+](=O)[O-])cc1NC(=O)CSc1ncccn1
→ 1	-1	4.7	13	16	-8	-10	18	-4
- O=C(CCN1C(=O)/C(=C/C=C/c2ccccc2)SC1=S)Nc1ccccn1
→ 0	-6	0.7	-1	2	-1	2	2	-7
- Cc1ccnc2c1ccc1cccnc12
→ -6	-5	1.0	26	0	6	8	-2	-5
- CCOc1ccc(-c2nnn(CC(=O)NCc3ccc(F)cc3)n2)cc1OCC
→ 2	-6	0.5	-7	1	2	-11	7	-8
- O=C(COc1ccc(S(=O)(=O)NC2CCCCC2)cc1Cl)N1CCN(c2ccccc2)CC1
→ -1	4	4.1	14	8	-10	-9	18	-23
- Cc1nccc(-c2cccc(N/N=C(\C#N)C(=O)c3ccccc3)c2)n1
→ 7	-11	5.7	10	3	2	0	6	-2
- Cc1cc(C)c(C)c(Oc2ncnc(N)c2[N+](=O)[O-])c1
→ -4	7	-0.5	-4	0	4	-2	8	-2
- COc1ccccc1CN(C(=O)c1ccco1)C(C(=O)NC1CCCC1)c1ccncc1 (stereo unspecified)
→ 1	-5	0.5	13	-1	7	5	-13	-7
- COc1ccc(C(O)Cn2cc([N+](=O)[O-])nc2C)cc1 (stereo unspecified)
→ -2	9	1.1	21	1	-2	-6	13	-9
- OC(c1ccc(Cl)cc1)c1nnc(-c2ccccc2)o1 (stereo unspecified)
→ -3	-4	1.6	18	3	-4	-4	9	-8
- Cc1ccc2c(c1)C1CN(C)CCC1N2C(=O)c1ccccc1NS(=O)(=O)c1cccc(C(F)(F)F)c1 (stereo unspecified)
→ -2	-2	1.1	21	6	0	-3	11	-5
- Cc1ccc(C)c(S(=O)(=O)N2CCN(C(=O)[C@H](Cc3ccccc3)NC(=O)c3ccco3)CC2)c1
→ 0	4	0.1	-11	1	-2	0	14	0
